Bioassay records from PubChem.
miR-122 sensor: miR-122 Renilla sensor signal increase in Huh7, primary screen, miR-122 inhibitor project, cell-based, single point, plate reader. Huh7 miR-122 Renilla luciferase sensor, 48 h; neutral wells = 0, positive control = 100. activation (reporter increase), % at 12.5 µM. 340,000 compounds, 0.3% hits;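 active means mean replicate activation score at least 90 and every replicate individually at or above 90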;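 further: higher luciferase means less miR-122 activity so hits act as miR-122 inhibitors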
ARNT-TACC3 inh: disruptors of ARNT/TACC3 protein interaction, primary screen, biochemical, AlphaScreen, single concentration | Transforming acidic coiled-coil-containing protein 3 (Homo sapiens), Q9Y6A5 | AlphaScreen His-ARNT PAS-B/GST-TACC3 binding, luminescence; TACC3 fragment carries E629A point mutation | inhibition, % at 9.99 µM | 390,000 compounds, 0.66% hits;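 active means mean inhibition of replicates at least 50% and at least half of replicates each reaching 50%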;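 further: 0% = complete ARNT plus TACC3 wells and 100% = ARNT alone without TACC3; many hits fall short of the cut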
ERp5 block: inhibitors of ERp5-driven insulin aggregation, primary screen, biochemical, turbidity, absorbance 650 nm, single point; 90 min; inhibition, % at 9.99 µM; 350,000 compounds, 0.05% hits;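 active means mean replicate inhibition above about 25%, with every replicate also reaching it, limit read from the data, passing the limit was not always enough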
Target sequence (Q15084 whole entry, looked up): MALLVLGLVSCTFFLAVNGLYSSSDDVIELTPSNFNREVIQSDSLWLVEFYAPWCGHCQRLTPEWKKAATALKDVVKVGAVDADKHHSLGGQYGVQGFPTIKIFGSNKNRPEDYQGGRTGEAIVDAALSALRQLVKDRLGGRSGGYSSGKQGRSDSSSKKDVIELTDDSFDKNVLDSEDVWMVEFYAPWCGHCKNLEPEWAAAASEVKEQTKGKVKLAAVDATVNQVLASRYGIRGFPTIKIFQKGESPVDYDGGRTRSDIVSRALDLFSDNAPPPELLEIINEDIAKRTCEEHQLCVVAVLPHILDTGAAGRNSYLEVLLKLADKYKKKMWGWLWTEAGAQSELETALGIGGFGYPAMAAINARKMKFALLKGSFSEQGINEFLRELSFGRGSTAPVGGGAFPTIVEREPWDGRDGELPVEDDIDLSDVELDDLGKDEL
esBAF inh: Bmi1 luciferase reporter increase in mESCs, primary screen, esBAF inhibitor project, mouse ES cells, Bmi1 luciferase knock-in, single point | AID 602393, 2012 | 24 h; 100% = twice the neutral-well signal | 350,000 compounds, 2% hits | reporter increase, % at 12.5 µM; in the data active means activation above about 40%;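 further: 0% = median of the plate's neutral control wells and 100% = double that signal; a rise in the Bmi1 reporter signal indicates esBAF inhibition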
SIRT5 inh: SIRT5 desuccinylase inhibitors, primary screen, biochemical, fluorescence imaging, single point, set 5; NAD-dependent protein deacylase sirtuin-5, mitochondrial (Homo sapiens), Q9NXA8; Purified SirT5, succinyl-peptide AMC, trypsin-coupled fluorescence; inhibition, % at 15 µM; 330,000 compounds, 1.1% hits; in the data active means inhibition above about 15%
Target sequence (Q9NXA8 whole entry, looked up): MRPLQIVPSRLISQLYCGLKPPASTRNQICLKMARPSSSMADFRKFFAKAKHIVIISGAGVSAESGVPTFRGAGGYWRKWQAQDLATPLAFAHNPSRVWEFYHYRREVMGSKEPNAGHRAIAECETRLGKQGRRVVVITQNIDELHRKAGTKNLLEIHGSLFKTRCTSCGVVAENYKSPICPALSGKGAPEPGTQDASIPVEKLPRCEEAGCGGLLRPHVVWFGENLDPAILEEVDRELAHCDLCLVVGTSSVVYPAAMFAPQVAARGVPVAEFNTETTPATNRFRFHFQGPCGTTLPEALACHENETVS
C2C12 statin: suppressors of statin myotoxicity in C2C12 myotubes, primary screen, cell-based, single point, plate reader; 330,000 compounds, 0.78% hits; rescue of ATP level, % at 7.49 µM; C2C12 myotubes + simvastatin, ATP luminescence, 48 h; scaled: DMSO 0, geranylgeraniol control 100;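 active means mean ATP rescue above about 67%, or every replicate alone reaching that limit, limit read from the data, passing the limit was not always enough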;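 further: myotubes were challenged with 10 µM simvastatin during compound exposure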
Cneo AK release: Cryptococcus neoformans cell lysis inducers, primary screen, AK release luminescence, single concentration | C. neoformans lysis, adenylate kinase release luminescence, 4 h; normalised: neutral wells 0, clomiphene wells 100 | 360,000 compounds, 0.2% hits | lysis activity, % at 15 µM;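 active means mean lysis activity across replicates of at least 80%, whatever share of replicates individually reach that level; inactive means mean lysis activity below 80%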
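Assay system: log-phase C. neoformans yeast / Quantity: yeast cell density of 5 × 10^6 cells/mL / Medium: fresh YPD growth medium / Compound: single dose / Timing: static 4 h at 37 °C with compound, 1 h detection / Measured by: adenylate kinase release luminescence / Read-out: lysis from increased AK signal / Benchmarks: Clomiphene as positive lysis control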
Active calls of the source: *; / = no result given; & = joins results of further samples; [ ] = dose if it differs, or a comment.

Values run as follows: miR-122 sensor | ARNT-TACC3 inh | ERp5 block | esBAF inh | SIRT5 inh | C2C12 statin | Cneo AK release
1: CC1CC(C)CN(C(=O)C(C)N(C)CC(=O)Nc2ccc(Cl)cc2)C1 (stereo unspecified)
    3 | -3 | -4 | 11 | 0 | 1 | /
2: CCCC(=O)Nc1ccc2c(c1)C(=O)N(C)[C@H]1CC[C@H](CC(=O)NCCCN(C)C)O[C@H]1CO2
    -10[16.7 µM] | 10 | 3 | 16 | -8 | -2 | 2
3: Cn1c(=O)c2c(nc(N3CCOCC3)n2CCNC2=NCCC2)n(C)c1=O
    9 | -2 | / | -14 | / | 6 | -1
4: O=C(COC(=O)CCN=C1NS(=O)(=O)c2ccccc21)NNC(=O)c1ccccc1
    -1 | -1 | -2 | -1 | 1 | -13 | 2
5: C=CCc1cc(C=O)cc(OCC)c1OCc1ccc(Cl)cc1
    -6 | 1 | -2 | 0 | 8 | 9 | -4
6: COc1cccc(C(=O)Nc2cccc(S(=O)(=O)NC3=NCCC3)c2)c1
    5 | -4 | 1 | 4 | -2 | -13 | 3
7: CC(C)[C@@H]1COC(c2cccc(C3=N[C@H](C(C)C)CO3)c2)=N1
    / | / | -1 | 3 | / | -6 | 1
8: COc1ccc(NC(=O)N(C)C[C@H]2Oc3ccc(NC(=O)c4ccncc4)cc3C(=O)N([C@H](C)CO)C[C@@H]2C)cc1
    -4[16.7 µM] | 9&4 | -1&3 | 1&-7 | -2&-4 | -4&-3 | 3&-1
9: CCOC(=O)N1CCC(N2C(=O)c3ccccc3C2Nc2ccccc2C)CC1 (stereo unspecified)
    / | -1 | 2 | -3 | -1 | 15 | 7
10: O=C(/C=C/c1ccc(F)cc1)NNC(=O)CCN1CCN(Cc2ccccc2)CC1
    -5 | 5 | 0 | / | 0 | / | /
11: Cc1ccc2cc(NC(=O)Cc3ccccc3)ccc2n1
    3 | -6 | -7 | / | -3 | / | -5
12: CC(C)(C)NC(=O)C[C@H]1C[C@H](C(=O)N2CCCCC2)[C@@]2(C)c3[nH]c4cc(-c5ccco5)ccc4c3CCN2C1=O
    -3 | -9 | 0 | 6 | 0 | -23 | 2
13: O=C(C1CC1)N1CCCCN2[C@H](C1)[C@H](c1ccc(C#CC3CC3)cc1)[C@@H]2CO
    -4[16.7 µM] | -6 | -4 | / | -1 | / | -1
14: COc1cccc(-c2ccc3n(c2=O)C[C@H]2[C@H](CO)[C@@H](C(=O)N(C)C)[C@@H]3N2C(=O)c2cnccn2)c1
    -4[16.7 µM] | -1 | 0 | -9 | -4 | 5 | -2
15: CCOC(=O)C(Cc1c(F)cccc1Cl)c1ccno1 (stereo unspecified)
    2 | 22 | -5 | -7 | 5 | -2 | /
16: O=C(OCC(=O)c1cccs1)c1ccc(NC(=O)c2ccco2)cc1
    -18 | -4 | / | 14 | / | 19 | -1
17: CN(C(=O)CSc1ccc2c(c1)OCCO2)c1ccccc1
    -12 | -3 | -8 | 60* | -1 | 8 | 0
18: COc1ccc(Nc2ncnc3sc(-c4ccccc4)cc23)cc1OC
    0 | -6 | / | -4 | / | -13 | -2
19: CC(C)NC(=O)C1(C)CCCCN1Cc1ccc(OCc2ccccc2)cc1 (stereo unspecified)
    / | / | -1 | 1 | 0 | 16 | 4
20: Cc1cc(S(=O)(=O)N2CCOCC2)ccc1OCC(=O)Nc1cccc(F)c1
    -3 | -18 | 2 | 10 | 3 | 9 | -2
21: CNC(=O)C[C@H]1CC[C@H]2[C@@H](COC[C@@H](O)CN2C(=O)c2ccccn2)O1
    2[16.7 µM] | -41 | 6 | -1 | 0 | -4 | -1
22: COc1ccccc1C#Cc1ccc([C@H]2[C@@H](CO)N(C(=O)C3CCCCC3)[C@H]2C#N)cc1
    / | 14 | 3 | 23 | 1 | -248 | -1
23: CC(=O)c1ccc(OCCCC(=O)NC2CCCc3ccccc32)cc1 (stereo unspecified)
    3 | -2 | 0 | / | / | / | 1
24: CC(C)N(C(=S)NCc1ccccc1)C(C)C
    5 | -16 | 3 | 1 | 2 | 6 | -2
25: O=C(NCc1cccs1)c1cc(C2CC2)on1
    2 | -9 | -8 | 27 | -3 | 3 | -1
26: Cc1cc(C)n2c(SCC(=O)N3CCN(S(=O)(=O)c4ccc(Cl)cc4)CC3)nnc2n1
    -7 | -1 | / | -9 | / | -6 | -1
27: COC(C[C@@H]1O[C@@H]1[C@H](O)[C@H](C)OCc1ccccc1)OC
    0 | -4 | 3 | 0 | / | -11 | -3
28: COc1ccccc1C(=O)NC(CCSC)C(=O)NNC(=O)c1ccccc1C (stereo unspecified)
    0 | / | 4 | 6 | 5 | -1 | -3
29: O=C(C[C@@H]1CC[C@H](NC(=O)Nc2ccc(F)cc2)[C@H](CO)O1)NCc1ccccn1
    / | 4 | -2 | 2 | 2 | -4 | -1
30: CCOc1cccc(-c2c(C(=O)N/N=C/c3ccoc3)nnn2-c2nonc2N)c1
    / | 3 | 9 | -6 | 6 | 3 | 2

Retrieved by structure from the list above (four):
Values run as follows: miR-122 sensor | ARNT-TACC3 inh | ERp5 block | esBAF inh | SIRT5 inh | C2C12 statin | Cneo AK release
7: CC(C)[C@@H]1COC(c2cccc(C3=N[C@H](C(C)C)CO3)c2)=N1
    / | / | -1 | 3 | / | -6 | 1
16: O=C(OCC(=O)c1cccs1)c1ccc(NC(=O)c2ccco2)cc1
    -18 | -4 | / | 14 | / | 19 | -1
28: COc1ccccc1C(=O)NC(CCSC)C(=O)NNC(=O)c1ccccc1C (stereo unspecified)
    0 | / | 4 | 6 | 5 | -1 | -3
19: CC(C)NC(=O)C1(C)CCCCN1Cc1ccc(OCc2ccccc2)cc1 (stereo unspecified)
    / | / | -1 | 1 | 0 | 16 | 4

Back to the main list with the two entries that preceded the break.
Values run as follows: miR-122 sensor | ARNT-TACC3 inh | ERp5 block | esBAF inh | SIRT5 inh | C2C12 statin | Cneo AK release
29: O=C(C[C@@H]1CC[C@H](NC(=O)Nc2ccc(F)cc2)[C@H](CO)O1)NCc1ccccn1
    / | 4 | -2 | 2 | 2 | -4 | -1
30: CCOc1cccc(-c2c(C(=O)N/N=C/c3ccoc3)nnn2-c2nonc2N)c1
    / | 3 | 9 | -6 | 6 | 3 | 2
31: Cn1c(SCC(=O)Nc2cccc(NC(=O)c3cccs3)c2)nnc1-c1ccncc1
    -5 | -16 | / | 13 | / | -8 | -1
32: COC(=O)[C@]1(C)N[C@H](CN(C)C(=O)c2ccccc2)[C@@H]2C(=O)N(Cc3ccccc3)C(=O)[C@@H]21
    / | -1 | -1 | 8 | / | 4 | -1
33: Cc1cccc(C(=O)NCC(=O)NCC(c2cccs2)N2CCOCC2)c1 (stereo unspecified)
    / | -1 | -4 | / | -5 | / | /
34: COc1cccc(C(=O)N2C[C@@H]3[C@H](c4ccccc42)[C@H](CO)N3Cc2ccccc2Cl)c1
    -21[16.7 µM] | 0 | 6 | -3 | -1 | 14 | 0
35: COCCN1CCN(c2cc(-c3ccccc3)nc3cc(-c4cccc(F)c4)nn23)CC1
    -4 | -18 | / | 0 | / | -4 | 2
36: Clc1ccccc1Cn1nnc2c(N3CCCC3)ncnc21
    -3 | -7 | / | -9 | / | 13 | -1
37: O=C(c1ccc(=O)[nH]c1)N1CCN(S(=O)(=O)c2ccc(Cl)cc2)CC1
    -2 | -3 | -2 | -2 | 0 | 7 | 3
38: COc1ccccc1CNC(=O)c1oc2ccc(S(=O)(=O)N3CCCC3)cc2c1C
    -8 | -20 | / | 17 | / | -20 | 2
39: C[C@H]1CCCCO[C@@H](CN(C)C(=O)Nc2ccccc2)[C@@H](C)CN([C@@H](C)CO)C(=O)c2cc(NC(=O)Cc3ccccc3)ccc2O1
    -2[16.7 µM] | -6 | 2 | 0 | 2 | / | -4
40: O=C(O)c1cc2c(cn1)[nH]c1ccccc12
    5 | 75* | 5 | -5 | -10 | -2 | -1
41: CC1=NNC(=O)C1CC(=O)N/N=C/C(Br)=C/c1ccccc1 (stereo unspecified)
    2 | 3 | 3 | / | -4 | / | 0
42: C[C@H](CO)N1C[C@H](C)[C@@H](CN(C)C(=O)Nc2ccc(F)cc2)Oc2c(NS(=O)(=O)c3cn(C)cn3)cccc2C1=O
    2[16.7 µM] | -18 | -5 | -3 | 2 | 25 | -62
43: COc1ccc(-c2nc(S(=O)(=O)c3ccccc3)c(NCCCN3CCOCC3)o2)cc1
    1 | -3 | 6 | 6 | -10 | -10 | -2
44: CCCCN(CC)CCCNC(=O)c1cc2c(-c3ccc(OC)c(OC)c3)nn(C)c2s1
    -11 | 17 | 5 | -10 | -1 | -5 | 0
45: COc1ccc(N(C(C)=O)S(=O)(=O)c2cccs2)cc1
    0 | / | -8 | -2 | -2 | / | 1
46: COc1ccc(NS(=O)(=O)c2cccc(C(=O)N/N=C(/C)c3ccc(-n4ccnc4)cc3)c2)cc1
    2 | -11 | 4 | / | 13 | / | /
47: CCOC(=O)/C(C#N)=C1\CC2CCC1(C)C2(C)C (stereo unspecified)
    / | -6 | -2 | / | -5 | / | /
48: CN1CCc2c(sc(NC(=O)C3COc4ccccc4O3)c2C(N)=O)C1 (stereo unspecified)
    / | -7 | -6 | 34 | 1 | -3 | -6
49: COc1ccccc1N1CCN(CCCC(=O)c2ccc(F)cc2)CC1
    4 | -1 | 4 | 3 | 4 | -4 | 1
50: COc1ccc(NC(=O)Nc2ccc3c(c2)C(=O)N([C@@H](C)CO)C[C@H](C)[C@H](CN(C)C)O3)cc1
    0[16.7 µM] | 7 | 1 | -4 | -2 | -21 | 46
51: COc1ccc(-c2ccc(C#N)c(OC)n2)cc1
    5 | 1 | 1 | / | -6 | / | /
52: C[C@@H]1CN([C@@H](C)CO)C(=O)c2cc(NS(=O)(=O)c3ccccc3)ccc2O[C@@H](C)CCCCO[C@@H]1CN(C)C(=O)Cc1ccccc1
    23[16.7 µM] | -12 | 0 | 5 | -3 | / | -5
53: CCC(=O)N[C@@H]1CC[C@@H](CCNC(=O)Nc2ccc(C(F)(F)F)cc2)O[C@@H]1CO
    4[16.7 µM] | 3 | 2 | 3 | 0 | -14 | 2
54: COc1ccc2sc(NCc3ccccc3)nc2c1
    9 | -8 | 0 | 99* | 0 | -2 | -1
55: C[C@H](NC(=O)C[C@@H]1C=C[C@H](NC(=O)C2CCOCC2)[C@H](CO)O1)c1ccccc1
    / | 7 | -2 | -3 | 5 | -2 | 4
56: CCOc1ccc(NC(=O)CN(C)C(=O)C2CCCO2)cc1OCC (stereo unspecified)
    3 | -3 | 9 | 1 | -4 | -6 | -2
57: CN(C)c1ccccc1-c1cc(NC=O)c2ncc(-c3cccc(C(F)(F)F)c3)n2c1
    3 | / | 3 | -3 | -2 | -50 | 2
58: Cc1noc(C)c1S(=O)(=O)N(C)C[C@H]1Oc2ccc(NC(=O)C3CCCCC3)cc2CC(=O)N([C@H](C)CO)C[C@@H]1C
    -1[16.7 µM] | -1 | 1 | 5 | -6 | -16 | -5
59: O=C(CSc1ccc(-c2ccco2)nn1)Nc1ccc(F)cc1F
    4 | 4 | 1 | 0 | -1 | -2 | 1
60: Clc1ccccc1C(c1ccccc1)(c1ccccc1)n1ccnc1
    -2 | 5 | -4 | 9 | 1 | -23 | -9
61: C[C@H](CO)N1C[C@H](C)[C@@H](CN(C)C(=O)NC2CCCCC2)Oc2ccc(NC(=O)Nc3ccc(C(F)(F)F)cc3)cc2C1=O
    5[16.7 µM] | 6&0 | -1&0 | 1&-18 | 3&0 | 14&12 | 10&6
62: Cc1ccc(C(=O)NC(C)C(c2cccs2)N2CCCC2)s1 (stereo unspecified)
    / | 2 | 0 | / | 4 | / | /
63: COc1ccccc1/C=C/C=C1N=C(/C=C/c2ccc(Cl)cc2)OC/1=O
    -8 | -2 | / | / | / | / | 0
